# MRP-1 activ: activators of MRP-1; H69AR cells + doxorubicin, viability rescue, CellTiter-Glo; viability increase, % at 10 µM; 140,000 tested, 0.61% active;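 active means viability gain under doxorubicin at or above a set limit, the compound median plus 3 SD, cut at about 4.7% in these data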;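 further: MRP-1 overexpressing cells given doxorubicin 25 µM after compound pretreatment; 18-22 h compound pretreatment then 72 h with doxorubicin before readout; 0% = doxorubicin-only wells and 100% = vehicle-treated cells without doxorubicin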
# NPY-Y2 antag: antagonists of human neuropeptide Y receptor Y2; NPY-Y2 expressing cells, antagonist mode; inhibition, % at 2.7 µM; 140,000 tested, 0.99% active; AID 793; in the data active means inhibition above about 17%;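 further: 0% = vehicle with agonist challenge and 100% = reference antagonist with challenge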
# Target sequence (P49146 whole entry, looked up): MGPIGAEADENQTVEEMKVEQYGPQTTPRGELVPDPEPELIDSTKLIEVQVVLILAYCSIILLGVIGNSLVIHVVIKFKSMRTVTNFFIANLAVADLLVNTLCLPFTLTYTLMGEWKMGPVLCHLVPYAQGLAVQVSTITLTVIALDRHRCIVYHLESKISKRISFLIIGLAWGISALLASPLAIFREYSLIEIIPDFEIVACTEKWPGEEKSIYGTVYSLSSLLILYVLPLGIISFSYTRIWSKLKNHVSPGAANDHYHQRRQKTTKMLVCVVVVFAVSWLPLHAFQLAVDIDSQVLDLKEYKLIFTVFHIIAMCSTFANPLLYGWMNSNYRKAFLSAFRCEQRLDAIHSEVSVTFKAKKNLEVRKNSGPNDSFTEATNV
# Yeast growth inh: reduces growth of yeast BB579 in restrictive medium; S. cerevisiae BB579 growth, OD615, 48 h; inhibition, % at 10 µM; 140,000 tested, 0.51% active; AID 804;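 active means inhibition above a set limit, 3 SD over the mean compound inhibition, cut at about 44% in these data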; further: inactives centre near -24
#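 Test system: Saccharomyces cerevisiae DeaD strain BB579, replicative lifespan model yeast | Buffer or medium: Restrictive CSMM-D medium | Doses: One dose, 10 µM compound with 0.25% DMSO | Incubation: 48 h exposure, 30 °C | Detection: Culture absorbance at 615 nm | Control set: Amphotericin B at 10 µg/mL as positive control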
# Yeast life ext: extends the lifespan of yeast; S. cerevisiae growth with nicotinamide, OD615; deaD strain in restrictive glucose medium; inhibition of the nicotinamide effect, % at 10 µM; 130,000 tested, 0.68% active;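 active means inhibition above a set limit, placed 3 SD over the median of all compounds, cut at about 26% in these data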;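 further: 0% = nicotinamide-treated wells and 100% = cells grown without nicotinamide; some compounds called inactive have numbers as strong as hits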
#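 Test system: DeaD-strain S. cerevisiae / Buffer or medium: restrictive glucose medium / Also added: nicotinamide 1.5 mM / Doses: one concentration, 10 µM, DMSO 0.25% / Schedule: 48 h at 30 °C / Signal: OD615 measurement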
# E-sel TNF inh: TNF alpha driven E-selectin expression inhibition. HUVEC TNFa-induced E-selectin immunofluorescence, high content. inhibition, % at 2 µM. 120,000 tested, 0.71% active. AID 1246;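 active means inhibition above the batch mean plus 3 SD, and confirmed as a hit on visual image review, cut at about 43% in these data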;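 further: 0% = TNF-stimulated DMSO wells and 100% = unstimulated control wells; not every result past the cut was called active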
# Phagocyt inh: macrophage phagocytosis inhibition; J774A.1 macrophage IgG-bead phagocytosis, imaging; inhibition, % at 5 µM; 110,000 tested, 0.07% active; AID 1029;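 active means inhibition above the mean of the plate negative controls plus 5 SD, cut at about 13% in these data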;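 further: phagocytic index as fraction of beads internalized from green versus red external bead signal; plate controls were DMSO negative control for no effect and cytochalasin-D positive control for full effect; some results beyond the cut were filed as inactive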
# Measles CPE: protection of cells from measles virus; Measles virus-infected cells, CPE protection, absorbance; protection (pct of control), % at 4 µM; 140,000 tested, 1.5% active; AID 841; in the data active means protection mostly above about 24%, no sharp cut-off; inactive means mostly below about 26%; further: some compounds called inactive have numbers as strong as hits
# GALR2 antag: blocks the human galanin receptor 2; inhibition, % at 4 µM; 140,000 tested, 0.39% active; GALR2-expressing cells, antagonist mode; AID 828; in the data active means inhibition above about 27%;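 further: cells stimulated with galanin 1-16 at roughly its EC80; 0% = agonist challenge control and 100% = basal control without agonist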
# Target sequence (O43603 whole entry, looked up): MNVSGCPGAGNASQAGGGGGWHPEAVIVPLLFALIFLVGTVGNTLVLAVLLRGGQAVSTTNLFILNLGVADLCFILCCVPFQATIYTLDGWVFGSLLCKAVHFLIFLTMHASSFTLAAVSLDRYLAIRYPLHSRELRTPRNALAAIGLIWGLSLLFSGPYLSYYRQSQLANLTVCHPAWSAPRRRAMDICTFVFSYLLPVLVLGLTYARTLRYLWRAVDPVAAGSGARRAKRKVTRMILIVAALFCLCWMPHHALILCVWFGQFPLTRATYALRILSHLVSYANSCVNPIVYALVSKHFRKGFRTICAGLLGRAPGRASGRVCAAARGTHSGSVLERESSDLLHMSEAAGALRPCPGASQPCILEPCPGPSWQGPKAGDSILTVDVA
# HCT116 PTEN-null: PTEN-deleted cell growth suppression; HCT116 PTEN-null viability, CellTiter-Glo, 60 h; hits give low values; viability, % at 10 µM; 140,000 tested, 1.2% active; AID 827;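 active means viability at or below a set limit, 4 SD under the median of all tested compounds, cut at about 3.7% in these data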;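 further: PTEN knockout HCT116 line with beta catenin targeted HCT116 as companion control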
# HCT116 bCat-KO: beta-catenin-lacking colon tumor cell growth suppression | AID 818 | 140,000 tested, 1.5% active | viability, % at 10 µM | HCT116 beta-catenin knockout viability, CellTiter-Glo, 60 h; hits give low values;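 active means viability at or under a set limit, the compound median less 4 SD, cut at about 6% in these data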;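 further: 0% = Hyamine 1622 control at 20 µM and 100% = untreated cell control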
# An asterisk follows results filed as active; x = no result given.
SMILES,MRP-1 activ,NPY-Y2 antag,Yeast growth inh,Yeast life ext,E-sel TNF inh,Phagocyt inh,Measles CPE,GALR2 antag,HCT116 PTEN-null,HCT116 bCat-KO
CCOC(=O)CCS(=O)(=O)c1ccc(-c2ccc(S(=O)(=O)CCC(=O)OCC)cc2)cc1,-1.6,12,-12,-4,-10,1,10,-5,87,87
CC1=CC(=O)C=C(C)C1=NOS(=O)(=O)c1ccccc1,-6.7,1,100*,-28,-15,4,4,8,2.7*,1.6*
CCc1c(C)c2ccc(O)c(CN(C)C)c2oc1=O,-3.3,1,5,-2,-19,0,10,3,90,90
CN(C)S(=O)(=O)c1ccc(C(=O)Nc2ccccc2F)cc1,-0.8,3,-21,-8,-17,-3,3,3,102,102
CCOC(=O)N1CCN(C(=O)CSc2nc(-c3cccc(C)c3)ns2)CC1,-2.5,7,-24,-6,-17,-2,5,-7,84,95
COc1ccc(CN(C(=O)c2cc3ccccc3oc2=O)C2CCCCC2)cc1OC,-2.8,3,-15,x,10,x,21,-7,82,87
CCN(CC)S(=O)(=O)c1ccc(C(=O)NCc2nnc(SCC(=O)OC)n2C)cc1,0.3,0,-47,6,24,1,4,-4,111,96
COCCNC(=O)CN(C(=O)CCC(=O)Nc1cc(C)on1)c1ccccc1C,0.9,4,2,-1,0,0,13,-1,95,96
COc1ccc(OC)c(NC(=O)C(Sc2ccccc2)c2ccccc2)c1 (configuration not stated),-5.2,10,-24,-6,-78,-1,7,6,73,84
O=C(NCC(=O)N(Cc1cccs1)C(C(=O)NC1CCCC1)c1ccco1)c1cccs1 (configuration not stated),-2.7,0,-49,-13,x,0,0,9,82,91
Cc1ccc2[nH]c(=O)c(CN(Cc3ccco3)S(=O)(=O)c3c(C)ccc4nsnc34)cc2c1,-2.0,-1,-26,-18,-4,-2,2,-1,18,34
C=CCn1c(C)cc(C(=O)CSc2nnc3c(Cl)cc(Cl)cn23)c1C,0.0,0,-23,-9,6,-2,7,-4,101,98
C=CCn1c(SCC(=O)Nc2cc(OC)c(NC(=O)c3ccco3)cc2OC)nnc1-c1ccncc1,-3.0,0,-4,x,-8,x,7,1,92,93
COc1cc(/C=C(/NC(=O)c2ccccc2Cl)C(=O)O)cc(OC)c1OC,-3.7,1,-18,-1,13,x,4,-9,92,95
COc1ccc(N2CCN(CCNS(=O)(=O)c3cccc4nsnc34)CC2)cc1,-1.2,0,-16,-10,-35,-2,15,15,93,85
COc1ccc(NC(=O)CC(C)c2ccccc2)c([N+](=O)[O-])c1 (configuration not stated),-1.4,2,-31,-6,13,-9,11,-3,98,95
CCOc1ccc(NC2=NC(C)(C)N=C(N)N2)cc1,-1.7,0,-42,11,-18,-2,12,2,101,92
CC1=CCC(C(=O)N/N=C/c2cccs2)C(c2ccc(F)cc2)C1 (configuration not stated),-4.6,-3,-16,-10,1,x,7,-5,68,84
COc1ccc(C(CNC(=O)c2cccnc2SC)N2CCOCC2)cc1 (configuration not stated),-0.8,0,-15,-3,15,0,28,5,99,97
CCC(=O)c1cc2c(cc1NC(=O)C(C)C)OCCO2,-1.2,4,-35,-11,x,x,3,-4,x,106

# Three entries out of the list, ordered by SMILES length, falling.
SMILES,MRP-1 activ,NPY-Y2 antag,Yeast growth inh,Yeast life ext,E-sel TNF inh,Phagocyt inh,Measles CPE,GALR2 antag,HCT116 PTEN-null,HCT116 bCat-KO
C=CCn1c(SCC(=O)Nc2cc(OC)c(NC(=O)c3ccco3)cc2OC)nnc1-c1ccncc1,-3.0,0,-4,x,-8,x,7,1,92,93
C=CCn1c(C)cc(C(=O)CSc2nnc3c(Cl)cc(Cl)cn23)c1C,0.0,0,-23,-9,6,-2,7,-4,101,98
CCc1c(C)c2ccc(O)c(CN(C)C)c2oc1=O,-3.3,1,5,-2,-19,0,10,3,90,90

# Continued.
SMILES,MRP-1 activ,NPY-Y2 antag,Yeast growth inh,Yeast life ext,E-sel TNF inh,Phagocyt inh,Measles CPE,GALR2 antag,HCT116 PTEN-null,HCT116 bCat-KO
CC(=O)Nc1ccc(S(=O)(=O)NC(=O)C23CC4CC(CC(C4)C2)C3)cc1,0.0,1,2,-12,-4,-1,10,7,107,102
CC(=O)c1cccc(NC(=O)Cc2cccs2)c1,0.9,2,-23,-12,-16,-1,11,9,101,102
CCn1c(C(O)c2ccc3c(c2)OCO3)nc2ccccc21 (configuration not stated),-0.1,0,-26,0,-7,2,8,-11,96,85
COc1ccc(CC(=O)NNC(=O)c2ccc(SCc3cc(F)ccc3F)c([N+](=O)[O-])c2)cc1,-3.8,2,-60,-14,-17,-2,4,-12,73,84
O=C(NCc1ccncc1)C1COc2ccccc2O1 (configuration not stated),-1.3,0,-26,-3,3,1,5,-1,100,102
CCOC(=O)/C=C/C(=O)Nc1ccc(S(=O)(=O)Nc2c(C)cc(C)cc2C)cc1,-2.5,-5,-24,-2,x,-8,15,7,92,93
O=C(N/N=C/c1cccs1)c1cc(C2CC2)nc2ccccc12,-3.8,3,1,-2,x,x,4,4,32,38
COc1ccc(OC)c(S(=O)(=O)N2CCN(c3ccccn3)CC2)c1,-3.5,-1,-39,-19,-4,x,27,-4,36,46
CCS(=O)(=O)N1Cc2ccccc2CC1C(=O)OCC(=O)Nc1ccc(C)cc1 (configuration not stated),0.5,1,-22,-11,x,x,8,-13,101,100
C=CCn1c(COc2ccccc2)nnc1SC(C)C(=O)N/N=C/c1cc(Cl)ccc1O (configuration not stated),1.9,3,-27,-7,20,-2,9,-18,11,13
CC1=C(C(N)=O)C(c2ccc3c(c2)OCO3)n2nc(-c3cccc(C)c3)nc2N1 (configuration not stated),-0.6,-2,-39,7,-32,x,11,13,92,95
CCOC(=O)CSc1nnc([C@H](Cc2ccccc2)NC(=O)OC(C)(C)C)o1,0.2,7,30,18,14,0,7,-12,94,89
Cc1csc(NC(=O)c2cc3c(s2)-c2ccccc2OC3)n1,2.1,-1,-15,-7,x,1,20,4,77,70
CC(C(=O)c1ccccc1)n1c(N2CCOCC2)nc2c1c(=O)n(C)c(=O)n2C (configuration not stated),-0.2,0,-76,-12,-32,1,7,9,90,90
CC1CCC(C(C)C)C(OC(=O)Cn2c(-c3ccc(F)cc3)[n+](C)c3ccccc32)C1 (configuration not stated),-6.2,46*,-37,3,x,x,4,-3,1.5*,2.0*
CCCN(Cc1cc2cccc(C)c2[nH]c1=O)S(C)(=O)=O,-3.6,1,2,-6,3,0,3,-11,109,103
COc1cc(OC)cc(C(C)=O)c1,-0.2,6,-1,-7,16,x,0,-10,94,100
O=C(Nc1nnc(C(F)(F)F)s1)c1ccc(N2C(=O)C3C4C=CC(C4)C3C2=O)cc1 (configuration not stated),0.0,0,30,-6,10,-2,27,-3,96,93
COc1ccc(OC)c(S(=O)(=O)N2CCC(C(=O)Nc3cccc(C)c3)CC2)c1,-0.2,1,-102,-3,10,1,3,7,77,64
COc1cc(Cl)cc(NC(=O)CCN2CCN(C)CC2)c1,-0.5,0,-17,-11,21,0,21,-5,99,98
Cc1c2cnn(-c3ccccc3)c(=O)c2c(C)n1CCCC(=O)N1CCN(C)CC1,-1.1,2,-4,0,-13,0,0,7,99,96
CC(C)(C)NC(=O)NC(=O)COC(=O)c1cc(=O)[nH]c2ccccc12,-0.7,3,-4,-7,11,-1,35*,-12,98,95
CCCOc1ccc(NC(=O)C2CC(=O)N/C(=N/N=C(C)/C=C/c3ccc(N(C)C)cc3)S2)cc1 (configuration not stated),-1.7,-2,-37,-6,-6,-4,8,-9,65,76
c1ccc2c(c1)NC(CN1CCOCC1)CO2 (configuration not stated),-2.8,2,-22,-7,x,-1,8,-15,92,83
CN1CCN(S(=O)(=O)c2ccc3c4c(cccc24)C(=O)N3)CC1,-1.1,2,-79,-5,x,0,7,-4,108,89
COC(=O)COc1ccc(S(=O)(=O)NCc2cccnc2)cc1,-0.3,-1,-15,-4,-10,4,3,3,106,96
COc1ccccc1C(=O)NC(=Nc1nc2ccccc2o1)NC(=O)c1ccccc1OC,-2.2,2,-28,-13,-21,-1,6,-1,2.1*,2.5*
Cc1ccc(C(=O)OCC(=O)Nc2ncc(C(F)(F)F)cc2Cl)cc1NC(=O)c1ccco1,-4.1,2,-27,-4,4,0,16,-9,93,86
Cc1sc2ncnc(Oc3ccc(-n4ccnc4)cc3)c2c1C,-4.0,9,-59,-5,x,-1,4,18,76,80
COc1ccc(C(CC(=O)NCc2ccccc2)Sc2n[nH]c(-c3ccc(Cl)cc3)n2)cc1 (configuration not stated),-1.1,0,-32,7,x,-1,5,0,95,92
Cc1ccc2c(c1)NC(=O)C(CC(=O)NCCN(CC(C)C)CC(C)C)O2 (configuration not stated),-1.4,2,-27,-6,x,0,0,4,83,99
CN(C)S(=O)(=O)c1ccc2[nH]cc(/C=C/c3nc4ccccc4c(=O)n3-c3ccccc3)c2c1,-5.5,5,-34,-3,3,x,10,11,60,45
CCOC(=O)C1=C(CSc2nccn2C)NC(=O)NC1c1cc(C)ccc1C (configuration not stated),-1.0,3,-12,-10,0,-1,8,-9,71,80
O=c1c2cc(F)ccc2[nH]c(=S)n1CCCN1CCOCC1,-0.9,2,-38,-2,5,-1,24,-2,102,104
Cc1cc(NCCO)nc(N2CCOCC2)n1,0.4,-1,-23,1,-2,3,14,6,95,100
Cc1cc2c(c(=O)n1Cc1cccnc1)C(c1ccc(F)cc1)C(C#N)=C(N)O2 (configuration not stated),-1.5,2,-47,1,-4,0,x,-5,96,96
OCCN1CCOCCN(CCO)CCN(CCO)CC1,0.2,2,-40,6,x,0,12,-4,110,100
CCc1c(C)[nH]c2ccccc2c1=O,-2.0,2,-48,-4,-23,0,2,9,113,98
O=C(CCCNC(=O)/C(=C/c1ccc(Br)cc1)NC(=O)c1ccccc1)OCc1ccccc1,-0.5,7,-21,-1,0,-8,6,-9,86,87
COc1cccc(-n2nnnc2SCC(=O)Nc2ccc(C(C)=O)cc2)c1,1.8,-2,-28,x,-2,x,22,20,94,85
Cc1ccc(NC(=O)COC(=O)Cc2ccsc2)cc1S(=O)(=O)N1CCOCC1,0.2,-1,-43,-1,x,-2,9,18,95,93
Cc1cccc(NC(=O)C2CC(=O)OC23CCCCC3)c1 (configuration not stated),-2.9,2,-18,-1,0,-2,28,-6,105,98
O=[n+]1c2c(n([O-])c3cc(F)c(N4CCCC4)cc31)CCCC2,-2.4,2,-1,2,x,1,19,9,80,70
CCOC(=O)N1CCN(C(=O)CSc2nnc(C3COc4ccccc4O3)o2)CC1 (configuration not stated),1.5,2,19,-9,1,0,10,-5,90,89
COc1ccc(S(=O)(=O)N2CCC(C(N)=O)(N3CCCCC3)CC2)cc1,-0.6,-6,-7,-8,13,x,9,-4,100,98
COc1cccc(-n2ccnc2SCC(=O)N2CCCc3ccccc32)c1,-1.4,1,-28,7,-56,-11,4,-2,89,85
Cc1oc(C(=O)O)cc1CSCc1ccoc1C(=O)O,-0.6,2,-5,-4,0,0,6,3,105,93
Cc1cccc(/C=C2/C(=O)/C(=C/c3ccccc3C)C3CCC2N3C)c1 (configuration not stated),-3.1,1,-38,-2,31,-2,27,-7,78,78
CCOc1ccc(CC2CCC(=O)NC2=O)cc1 (configuration not stated),1.8,1,-3,-6,x,-3,0,-4,93,95
